# Screens deposited in PubChem BioAssay by National Center for Advancing Translational Sciences (NCATS).
# AmpC inh no detg = inhibitors of E. coli AmpC beta-lactamase without detergent. P00811. AmpC nitrocefin hydrolysis, absorbance 480 nm, 0.0001% Triton. Potency, µM (top dose mostly 57.1 µM), inactives show at the highest dose activity change, negative = inhibition, actives largely listed as inhibitors. actives 0.52% (n = 330,000);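 note: potency is the fitted concentration of half-maximal effect; plate controls were no compound for no effect and no enzyme for full effect; nearly all actives have a fitted effect of over 20% in size; some results filed as inactive show a strong effect at the top dose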
# Target sequence (P00811 whole entry, looked up): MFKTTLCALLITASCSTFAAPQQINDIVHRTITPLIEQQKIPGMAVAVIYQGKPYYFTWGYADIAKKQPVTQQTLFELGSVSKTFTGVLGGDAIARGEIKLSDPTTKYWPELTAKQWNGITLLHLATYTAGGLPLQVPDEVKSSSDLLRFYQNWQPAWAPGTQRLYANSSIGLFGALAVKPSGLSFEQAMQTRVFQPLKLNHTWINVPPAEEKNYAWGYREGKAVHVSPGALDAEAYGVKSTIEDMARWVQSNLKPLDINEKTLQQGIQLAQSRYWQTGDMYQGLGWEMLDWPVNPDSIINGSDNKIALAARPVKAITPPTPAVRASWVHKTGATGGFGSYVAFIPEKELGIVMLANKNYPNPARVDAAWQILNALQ
#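 AmpC (5.3 nM in the dispensed reagent) in 20 mM phosphate pH 7.0 with 0.01% (detergent screen) or 0.0001% Triton X-100 was preincubated with compounds for 15 min at room temperature. Nitrocefin was then added from an 800 uM solution, and hydrolysis was followed at 480 nm.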
# AmpC inh detg = AmpC beta-lactamase inhibition with detergent present; P00811; AmpC hydrolysis of nitrocefin, absorbance 480 nm, 0.01% Triton; Potency, µM (doses to about 114 µM), for inactives: at the highest dose activity change, negative = inhibition, usual class: inhibitors; actives 0.041% (n = 370,000);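 note: potency is the fitted concentration of half-maximal effect; 0% = no-compound wells and -100% = no-enzyme wells; nearly all actives have a fitted effect of over 25% in size; some results filed as inactive show a strong effect at the top dose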
#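 20 mM phosphate pH 7.0 + 0.01% (detergent screen) or 0.0001% Triton X-100; 5.3 nM AmpC reagent; cpd preinc 15 min RT; nitrocefin (800 uM stock) to start; A480 q20 s × 4 min; Activity was normalised to no-enzyme and no-compound control wells.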
# HCMV antiviral = blocks human cytomegalovirus replication | activity change, negative = inhibition, % at 57.5 µM | AID 1259415 | HFF cells, HCMV-luciferase reporter, 72 h; stronger effect = lower value | actives 4.5% (n = 410,000); in the data active = activity change below about -60%; inconclusive = no clear call, values can overlap the other calls; inactive = above about -39%
#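 Screen run at 2 compound doses on HFFs infected with reporter HCMV, MOI 1 PFU/cell. Luciferase activity from cell lysates at 72 h post infection gave inhibition relative to buffer-only and Salinomycin wells.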
# Sm TGR inh = S. mansoni TGR enzyme inhibition. Q962Y6. purified TGR, DTNB reduction, TNB absorbance 405 nm. Potency, µM (titrated, usually from 114 µM), for inactives: top-dose activity change, negative = inhibition, most hits filed as inhibitors. actives 3% (n = 360,000). AID 485364; note: potency is the fitted concentration of half-maximal effect; nearly all actives have a fitted effect of over 60% in size
#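 First, TGR (20 nM dispensed) and NADPH were mixed with compound. Second, a 15 min room-temperature incubation followed. Third, further NADPH and then DTNB were added to start the reaction. Finally, TNB absorbance was monitored kinetically.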
# HCV inhibitor = inhibitors of hepatitis C virus infection | Huh7.5.1 HCVcc-Cre infection, luciferase reporter, 44 h | Potency, µM (titrated, usually from 41.8 µM), inactives show top-dose activity change, negative = inhibition, actives largely listed as inhibitors | actives 3.4% (n = 340,000) | AID 651820; note: potency is the fitted concentration of half-maximal effect
#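 Luciferase read-out (15 sec integration) after a 15 min room-temperature substrate step quantifies HCVcc-Cre infection. Cells, 1,000 per well, had compound added 4 h post-plating, then virus at ~0.5 moi, and were cultured 44 h.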
# FBPA Giardia inh = Giardia lamblia aldolase inhibition; A8B2U2; purified Giardia FBPA; Potency, µM (series often up to 59.6 µM), without a hit: at the top dose activity, negative = inhibition, most hits filed as inhibitors; actives 0.71% (n = 290,000); AID 2451; note: potency is the fitted concentration of half-maximal effect; nearly all actives have a fitted effect of over 55% in size
# Target sequence (A8B2U2 whole entry, looked up): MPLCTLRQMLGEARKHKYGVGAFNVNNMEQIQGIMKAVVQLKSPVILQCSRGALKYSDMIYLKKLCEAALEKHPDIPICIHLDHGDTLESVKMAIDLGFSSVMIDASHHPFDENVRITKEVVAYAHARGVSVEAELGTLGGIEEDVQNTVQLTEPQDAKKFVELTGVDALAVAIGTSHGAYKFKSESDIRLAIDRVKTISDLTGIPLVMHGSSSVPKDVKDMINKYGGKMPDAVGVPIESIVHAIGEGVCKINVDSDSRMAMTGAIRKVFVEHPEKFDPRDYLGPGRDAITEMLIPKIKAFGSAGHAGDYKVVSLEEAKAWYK
#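 40 nM FBPA preincubated 10 min at RT with compound (up to 57.5 uM final), then substrate plus GAPDH/TPI/NAD/arsenate coupling and diaphorase/resazurin added. Fluorescence read after 20 min at RT, 525/598 nm.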
# * hit, by the source's call; ? = inconclusive; . = no result given; & = joins results of further samples; [ ] = remark or other dose. Unless noted, calls come from the whole dose curve; as a rule, active = well fitted curve in the direction sought with a large enough effect; inconclusive = small, poorly fitted or top-dose-only effect, or another doubt; inactive = no such curve, though single readings can be large; an effect the other way counts as inactive or inconclusive. Unless noted, % is set by controls: 0 for no effect and ±100 for the full control effect.
SMILES,AmpC inh no detg,AmpC inh detg,HCMV antiviral,Sm TGR inh,HCV inhibitor,FBPA Giardia inh
COc1ccc(N2CC(NC(=O)COc3cccc(C)c3)CC2=O)cc1OC (centres undefined),.,2%,2,0%,.,.
O=C1CS(=O)(=O)C2(C(=O)Nc3ccccc32)N1c1cccc(Cl)c1 (centres undefined),.,3%,-3,2%,.,.
O=C(Nc1ncc(Cc2cccc(Cl)c2)s1)c1ccc([N+](=O)[O-])cc1,-31%,-12%,-25,-18%,?,10%
COc1cccc(C(=O)OCC(=O)Nc2ccc3c(c2)OCCO3)c1,-31%,.,2,.,9%,.
CC(=O)C[C@H](O)CC(=O)[C@H]1OC(=O)[C@H](C)C/C=C\Cc2ccccc21,-16%,2%,21,4%,-12%,.
CCCCOC(=O)Nc1ccc(OC)cc1S(=O)(=O)N1CCOCC1,-12%,?,11,6%,6%,-2%
Cn1cccc1Cc1nnc(SCC(=O)Nc2ccc3c(c2)OCCO3)n1CCc1ccccc1,25%,-1%,10,4%,-17%,-1%
Cc1nc2ccn(Cc3cccnc3)c(=O)c2cc1C(=O)Nc1ccc(OC(F)(F)F)cc1,.,20%,-13,2%,.,.
O=C(/C=C/c1cccc([N+](=O)[O-])c1)Nc1ccc(Cl)cn1,-25%,2%,-5,.,-29%,1%
O=C1CCC(C(=O)Nc2ccc(Cl)cc2)N1 (centres undefined),-23%,-6%,14,-9%,-9%,13%
CCn1c(CC(=O)Nc2ccc(C)cc2)nnc1SCC(=O)N1CCOCC1,-6%,4%,23,2%,2%,-11%
CCn1c2ccccc2c2cc(NC(=O)COC(=O)C3CCC(=O)N3)ccc21 (centres undefined),80%[activator],-14%,-32,-29%,?,-9%
CCOC(=O)C(NC(=O)Nc1ccc(O)cc1)(c1ccccc1)C(F)(F)F (centres undefined),-37%,-6%,0,?,1%,?
COC/C=C/C1=CC2=CC(=O)C(C)(OC(=O)CCC(=O)OC)C(=O)C2=CO1 (centres undefined),112%[activator],-2%,.,4µM*,.,?
Cc1cccc(N(CC(=O)NCCSCc2ccccc2)S(=O)(=O)c2ccccc2)c1C,.,11%,-13,3%,.,.
Cc1ccc(C(=O)c2oc3ccccc3c2NC(=O)c2cc(-c3ccc(Cl)cc3)on2)cc1,.,21%,2,3%,.,.
COc1ccc(CN2CCN(C(=O)C3CCC(CNS(=O)(=O)c4ccccc4)CC3)CC2)c(OC)c1OC (centres undefined),206%[activator],-10%,-102*,-4%,3.5µM*,0%
CCOC(=O)c1c(-c2ccc(F)cc2)csc1NC(=O)CN1C(=O)NC2(CCCCC2C)C1=O (centres undefined),-10%,-10%,-13,1%,?,-2%
COC(=O)c1cc2sccc2n1Cc1ccc(F)cc1,.,4%,?,0%,.,.
O=C1c2[nH]nc(-c3ccccc3O)c2C(c2ccc(F)cc2)N1CC1CCCO1 (centres undefined),-28%,-3%,-2,7%,-10%,0%
O=C(CSc1ccccn1)N1CCN(c2cccc(Cl)c2)CC1,-3%,5%,-73*,0%,-14%,-3%
N/C(=N\OC(=O)c1cccc(F)c1)c1ccccn1,-1%,-2%,17,1%,7%,.
COCCn1c(=O)[nH]c2cc(C(=O)Nc3cc(OC)c(OC)c(OC)c3)ccc2c1=O,-11%,-1%,29,1%,?,-11%
CC(C)NS(=O)(=O)c1ccc(OCC(=O)Nc2ccc3c(c2)OCO3)c(Cl)c1,2%,1%,-11,-19%,?,-6%
CC(C)(C)N(NC(=O)Nc1ccc(F)cc1)C(=O)c1ccccc1,-15%,1%,15,6%,0%,1%

# Pulled one by one from above, 2 records:
SMILES,AmpC inh no detg,AmpC inh detg,HCMV antiviral,Sm TGR inh,HCV inhibitor,FBPA Giardia inh
O=C(/C=C/c1cccc([N+](=O)[O-])c1)Nc1ccc(Cl)cn1,-25%,2%,-5,.,-29%,1%
COc1ccc(CN2CCN(C(=O)C3CCC(CNS(=O)(=O)c4ccccc4)CC3)CC2)c(OC)c1OC (centres undefined),206%[activator],-10%,-102*,-4%,3.5µM*,0%

# Full records, looked up by structure. Values in the order: AmpC inh no detg | AmpC inh detg | HCMV antiviral | Sm TGR inh | HCV inhibitor | FBPA Giardia inh
# `O=C(Nc1ncc(Cc2cccc(Cl)c2)s1)c1ccc([N+](=O)[O-])cc1` across the screens: -31% | -12% | -25 | -18% | ? | 10%
# `O=C1CCC(C(=O)Nc2ccc(Cl)cc2)N1` (centres undefined) across the screens: -23% | -6% | 14 | -9% | -9% | 13%
# `O=C1c2[nH]nc(-c3ccccc3O)c2C(c2ccc(F)cc2)N1CC1CCCO1` (centres undefined) across the screens: -28% | -3% | -2 | 7% | -10% | 0%
# `COc1ccc(N2CC(NC(=O)COc3cccc(C)c3)CC2=O)cc1OC` (centres undefined) across the screens: . | 2% | 2 | 0% | . | .
# `Cc1nc2ccn(Cc3cccnc3)c(=O)c2cc1C(=O)Nc1ccc(OC(F)(F)F)cc1` across the screens: . | 20% | -13 | 2% | . | .

# The listing continues.
SMILES,AmpC inh no detg,AmpC inh detg,HCMV antiviral,Sm TGR inh,HCV inhibitor,FBPA Giardia inh
O=C(Cc1cccc(C(F)(F)F)c1)NCc1cccc(Cl)c1,-1%,5%,?,3%,6%,1%
CC(=O)Nc1ccc(C(=O)OCC(=O)/C(C#N)=C(\C)N)cc1,-19%,-3%,-25,2%,15%,-1%
COc1ccc(Nc2ccncc2[N+](=O)[O-])cc1,-18%,-4%,-71*,0%,12%,9%
COC(=O)[C@@]12CCCN1[C@H](c1ccc(-c3ccc(OC)cc3)c(OC)c1)[C@@H]1C(=O)N(C)C(=O)[C@@H]12,186%[activator],-4%,-3,-27%,?,.
CCN(C(=O)COC(=O)c1cc(C)oc1C)c1c(N)n(Cc2ccccc2)c(=O)[nH]c1=O,-2%,?,-14,-19%,-6%,.
COc1ccc(Cl)c(S(=O)(=O)N2CCCC2)c1,-2%,?,33,-3%,-5%,-2%
CSc1ccc(OC2CCN(Cc3ccccc3)CC2)cc1,-9%,?,?,6%,?,-3%
O=c1cc(-c2ccccc2)c2cc(Cl)c(O)c(CN3CCOCC3)c2o1,2%,-4%,-10,-9%,4%,0%
O=C(CCCN1C(=O)/C(=C/c2ccccc2Cl)SC1=S)NNC(=O)c1ccc(Cl)cc1,-19%,-9%,-75*,0%,-12%,6%
CCN(/C=N/c1sc2c(c1C#N)CCCCC2)CC,-3%,?,77,-7%,?,1%
COC(=O)c1cc(Br)c(=O)n(-c2cccc(F)c2)c1,-5%,?,41,1%,-1%,-2%
O=c1c(O)c(-c2ccc3c(c2)OCO3)oc2ccccc12,-17%,1%,-29,2%,-5%,-22%
CC(C)c1cccc(C(C)C)c1NC(=O)CN1C(=O)NC2(CCCC2)C1=O,0%,-10%,-17,28%,23%,-2%
CC12CCC(C(=O)NNc3ccccc3)(C(=O)C1=O)C2(C)C (centres undefined),-25%,0%,-30,-14%,-4%,3%
COc1cccc(-c2nc(CS(=O)(=O)CC(=O)NCCCN3CCc4ccccc4C3)c(C)o2)c1,168%[activator],-3%,23,-22%,6%,.
CCCOc1ccc(Oc2nc(NCC(C)C)nc(N(C)C)n2)nn1,.,14%,90,0%,.,.
CCCCNc1nc(N(C)c2ccccc2)nc(-n2ccnc2)n1,4%,-1%,29,8%,?,8%
Cc1c(C(=O)Nc2cc(S(=O)(=O)N3CCOCC3)ccc2N2CCOCC2)oc2ccccc12,-7%,?,-36,4%,-14%,-1%
Cc1cc(NC(=O)c2ccc(COc3ccccc3Cl)o2)no1,-21%,-5%,-12,-4%,?,-3%
CCc1nn2c(=O)cc(COC(=O)c3ccc(NC(=O)c4cccs4)cc3)nc2s1,.,10%,13,4%,.,.
CCOC(=O)CCCSc1nc(-c2ccc3c(c2)OCO3)cc(C(F)(F)F)c1C#N,-5%,-15%,-28,-8%,4%,-2%
COc1cccc(C2=NN(S(C)(=O)=O)C(c3cccs3)C2)c1 (centres undefined),5%,4%,11,6%,1%,4%
CC(C)(C)c1ccc(-c2noc(CCC(=O)Nc3cccnc3)n2)cc1,16%,-10%,-75*,-3%,?,-5%
Cc1cc(C)nc(SCc2nnc(SCC(N)=O)o2)n1,-7%,-2%,16,20%,11%,-6%
CCCN(CC(=O)Nc1ccccc1C)C(=O)CCCc1c[nH]c2ccccc12,-15%,2%,0,-7%,?,.
SMILES,AmpC inh no detg,AmpC inh detg,HCMV antiviral,Sm TGR inh,HCV inhibitor,FBPA Giardia inh
Oc1ccc(/C=N/Nc2ncc(Cl)cc2Cl)cc1,-20%,0%,3,3%,2%,-1%
COc1c2ccccc2nc2ccccc12,-14%,-8%,-35,1%,-24%,-4%
O=C1/C(=C\c2ccco2)SC(=S)N1C1CCS(=O)(=O)C1 (centres undefined),-45%,2%,-74*,1%,11%,?
COc1ccc(NC2c3ncccc3C(=O)N2Cc2cccs2)cc1 (centres undefined),6%,-9%,-27,1%,-2%,-2%
COc1cccc(C(c2nnnn2CC2CCCO2)N2CCN(C(=O)c3ccco3)CC2)c1OC (centres undefined),77%[activator],3%,-29,.,1%,-14%
Cc1[nH]nc2ncc(C(=O)c3ccccc3O)cc12,1%,?,-82*,-2%,-10%,4%
COc1cccc([C@H]2Nc3ccc(S(=O)(=O)Nc4cc(C)ccc4C)cc3[C@H]3C=CC[C@H]32)c1,.,-6%,4,-8%,.,.
Cc1nn(CC(=O)NCC(C)c2ccccc2)c(=O)c2cc(-c3ccccc3)nn12 (centres undefined),-11%,-11%,-30,2%,-14%,.
O=S(=O)(Cc1ccccc1)N1CCN(Cc2ccc(F)cc2Cl)CC1,-3%,1%,-21,-2%,-12%,.
CC1CN=C(Nc2ccc(N(C)C)cc2)S1 (centres undefined),-14%,?,-31,-12%,-10%,-6%
CCC(C)[C@H](NC(=O)N1CCn2c1nc1ccccc12)C(=O)NCC1CCCO1 (some centres undefined),138%[activator],5%,-15,-7%,13%,-10%
O=C(N/N=C/c1ccccc1O)C(=O)Nc1ccccn1,-27%,9%,16,-2%,-1%,14%
FC(F)(F)c1cccc(OCCOCCn2cncn2)c1,-3%,-12%,3,-4%,-4%,-14%
Cc1cccc(C(C)C)c1NC(=O)c1cccnc1,-10%,0%,4,-10%,2%,5%
Cc1c(NC(=O)CN2C(=O)c3ccccc3C2=O)c(=O)n(-c2ccccc2)n1C,-16%,2%,13,-23%,-5%,7%
CSCC[C@H](N)C(=O)N1CCC(C(=O)N[C@H](C(=O)NCc2ccccc2F)C(C)C)CC1,42%,?,8,-21%,2%,-12%
Cc1nc2sccn2c(=O)c1S(=O)(=O)NCc1ccccc1,-9%,18%,7&11,3%&5%,6%,-11%
COc1ccc(Cc2nc(-c3ccc(Br)cc3)no2)cc1,-24%,-6%,26,16%,?,-1%
COc1cc2c(cc1OC)C1(CCCC1)CNC2c1cccc([N+](=O)[O-])c1 (centres undefined),-16%,-12%,-38,?,1%,3%
CCCNC(=O)C(C)n1nc(C)c2c(C)n(-c3ccccc3)nc2c1=O (centres undefined),.,-2%,-16,8%,.,.
Cc1c(NC(=O)C(C)OC(=O)c2cccc([N+](=O)[O-])c2)c(=O)n(-c2ccccc2)n1C (centres undefined),-3%,1%,21,5%,8%,1%
CC(=O)Nc1ccc(S(=O)(=O)N(C)CC(=O)Nc2ccc(Br)cc2F)cc1,-4%,?,-16,-21%,1%,.

# Rows were taken by chance. About 9.9% of those tested had a hit in this group.
